Screens (PubChem BioAssay)
RXFP1 ag: qHTS Assay for Agonists of the Relaxin Receptor RXFP1; HEK293T-RXFP1 cAMP TR-FRET, 30 min; response scale: percent of porcine relaxin response, buffer zero; Potency, µM (highest dose often 57.5 µM), without a hit: at the highest dose activation, actives largely listed as activators; actives 0.3% (n = 370,000); also: potency is read from the fitted curve at half-maximal effect; % is scaled to controls: 0 for no effect and ±100 for the full control effect; nearly all actives have a fitted effect of over 60% in size; many of its hits are not listed in these tables
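HEK293T cells stably expressing RXFP1 were pretreated with the PDE4 inhibitor Ro 20174, exposed to compounds for 30 min at 37C, lysed, and cAMP was read by TR-FRET. Data normalized to buffer (basal) and 29 nM porcine relaxin (100%).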
TRHR PAM: qHTS for Small Molecule Agonists and Allosteric Enhancers of Human TRH Receptor: Primary Screen for Enhancers; actives 0.66% (n = 360,000); Thyrotropin-releasing hormone receptor (Homo sapiens), P34981; enhancement, % at 2 µM; TRHR cells, fluo-8 calcium fluorescence, EC20 TRH enhancement; in the data active = enhancement above about 30%; also: 0% is about no effect
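TRHR-expressing cells loaded with fluo-8 calcium dye were read kinetically (ex 480/em 530) during compound addition, then stimulated with an EC20 of TRH (10 nM final). Enhancement of the Gq-mediated intracellular calcium response was scored.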
D1 ag: Allosteric Agonists of the Human D1 Dopamine Receptor: qHTS | HEK293 T-REx D1 cells, calcium flux, agonist mode | activation, % at 2 µM | actives 1% (n = 360,000); in the data active = activation above about 30%; also: 0% is about no effect
Target sequence (P21728 whole entry, looked up): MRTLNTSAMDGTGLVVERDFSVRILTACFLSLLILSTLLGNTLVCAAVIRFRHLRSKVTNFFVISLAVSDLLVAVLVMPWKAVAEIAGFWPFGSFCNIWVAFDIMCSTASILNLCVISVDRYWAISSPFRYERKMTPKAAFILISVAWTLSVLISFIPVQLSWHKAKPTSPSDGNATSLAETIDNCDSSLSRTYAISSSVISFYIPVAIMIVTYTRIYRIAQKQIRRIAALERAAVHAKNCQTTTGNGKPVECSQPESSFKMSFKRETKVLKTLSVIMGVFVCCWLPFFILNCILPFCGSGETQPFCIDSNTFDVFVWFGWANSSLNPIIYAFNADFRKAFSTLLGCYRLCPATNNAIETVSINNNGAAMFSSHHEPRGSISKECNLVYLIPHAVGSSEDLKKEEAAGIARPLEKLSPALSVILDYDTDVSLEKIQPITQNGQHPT
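Tetracycline-induced HEK293 TREx D1 cells, force-coupled to calcium signalling, were dye-loaded with a no-wash calcium kit. Compound was pin-added after a 10 s baseline. Fluorescence was read kinetically at 1 cycle/s for 180 s, with calcium rises flagged as agonism.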
TRHR agonist: qHTS for Small Molecule Agonists and Allosteric Enhancers of Human TRH Receptor: Primary Screen for Agonists | actives 0.18% (n = 360,000) | AID 493084, 2011 | TRHR cells, calcium flux fluo-8, FDSS agonist mode | activation, % at 2 µM | Thyrotropin-releasing hormone receptor (Homo sapiens), P34981; in the data active = activation above about 30%; also: 0% is about no effect
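Fluo-8-loaded TRHR cells; 10 s baseline, compound added, kinetic Ca2+ fluorescence read 1/s, agonist mode.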
D1 antag: Antagonist of Human D 1 Dopamine Receptor: qHTS | HEK293 TREx D1 cells, calcium flux, dopamine EC80; active compounds read low | D(1A) dopamine receptor (Homo sapiens), P21728 | actives 3.2% (n = 360,000) | activity change, negative = inhibition, % at 10 µM | AID 504652, 2011; in the data active = activity change below about -30%; also: % is scaled to controls: 0 for no effect and ±100 for the full control effect
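Kinetic fluorescence of a calcium dye serves as the read-out. D1-expressing Hek293 Trex cells, induced overnight at 30 C, are exposed to compound for 180 s before an EC80 dopamine addition, then read 180 s further.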
D1 potentiator: Potentiators of Human D1 Dopamine Receptor: qHTS | D(1A) dopamine receptor (Homo sapiens), P21728 | HEK293 TREx D1 cells, calcium flux, dopamine EC20 potentiation | potentiation, % at 10 µM | actives 0.036% (n = 360,000); in the data active = potentiation above about 30%; also: 0% is about no effect
RXFP1 antag: qHTS Assay for Antagonists of the Relaxin Receptor RXFP1. HEK293-RXFP1, relaxin-stimulated cAMP HTRF, 30 min; active compounds read low. actives 0.59% (n = 350,000). Relaxin receptor 1 (Homo sapiens), Q9HBX9. activity change, negative = inhibition, % at 57.5 µM;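 active = activity change of -60% or lower, but not beyond a set lower limit; inconclusive = change between -60% and -40%, or beyond the set limit; inactive = change above -40%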; also: % is scaled to controls: 0 for no effect and ±100 for the full control effect
Apoferritin bind: qHTS Assay for Identification of Novel General Anesthetics. Ferritin light chain (Equus caballus), P02791. apoferritin/1-aminoanthracene competitive binding, fluorescence. Potency, µM (titrated, usually from 77.5 µM), without a hit: at the top dose activity change, negative = displacement, usual class: inhibitors. actives 0.074% (n = 350,000); also: potency is read from the fitted curve at half-maximal effect; % is scaled to controls: 0 for no effect and ±100 for the full control effect; nearly all actives have a fitted effect of over 20% in size
Target sequence (P02791 2-175 limits assumed): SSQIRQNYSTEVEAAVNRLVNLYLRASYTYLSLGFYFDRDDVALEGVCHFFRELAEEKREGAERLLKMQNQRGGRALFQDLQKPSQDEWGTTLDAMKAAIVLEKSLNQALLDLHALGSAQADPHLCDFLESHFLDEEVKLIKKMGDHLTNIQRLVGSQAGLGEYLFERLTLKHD
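Read-out: endpoint 1-AMA fluorescence, excitation 380 nm and emission 535 nm, after compounds sit 10 min at room temperature with 10 uM horse-spleen apoferritin in 50% saturated 1-AMA/PBS. Values come from four-parameter Hill fits.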
D2 PAM: HTS Assay for Positive Allosteric Modulators of the Human D2 Dopamine Receptor: Primary Screen for Potentiators; D(2) dopamine receptor (Homo sapiens), P14416; HEK293 T-REx D2, calcium flux, EC20 dopamine potentiation; potentiation, % at 10 µM; actives 0.34% (n = 340,000);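 active = potentiation over 3 SD above the plate norm, cut at about 30% in these data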; also: 0% is about no effect
Target sequence (P14416 whole entry, looked up): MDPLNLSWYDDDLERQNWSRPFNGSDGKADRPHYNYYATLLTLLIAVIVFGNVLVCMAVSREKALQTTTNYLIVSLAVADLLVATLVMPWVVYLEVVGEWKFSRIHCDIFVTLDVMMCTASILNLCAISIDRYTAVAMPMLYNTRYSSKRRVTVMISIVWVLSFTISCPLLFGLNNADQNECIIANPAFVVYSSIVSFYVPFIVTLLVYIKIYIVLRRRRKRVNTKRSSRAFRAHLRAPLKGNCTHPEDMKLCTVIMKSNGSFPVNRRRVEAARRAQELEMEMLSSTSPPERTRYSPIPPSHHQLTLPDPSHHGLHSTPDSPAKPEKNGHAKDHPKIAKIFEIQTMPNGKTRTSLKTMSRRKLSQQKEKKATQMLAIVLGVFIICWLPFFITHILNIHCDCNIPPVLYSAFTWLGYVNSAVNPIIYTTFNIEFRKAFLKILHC
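Potentiation of an EC20 dopamine calcium response measured kinetically over 180 s, after a preceding 180 s compound-only read flagging agonists. Cells: inducible Hek293 Trex D2 line, 4000/well, cultured overnight at 30 C before dye loading.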
Active calls of the source: *; u = inconclusive; x = not tested or not shown; & = joins results of further samples; ! = not active in a repeat; [ ] = another dose, or the depositor's remark. Unless noted, calls follow the shape of the dose curve; as a rule, active = well fitted curve in the direction sought with a large enough effect; inconclusive = small, poorly fitted or top-dose-only effect, or another doubt; inactive = no such curve, though single readings can be large; an effect the other way counts as inactive or inconclusive. This is a subset. The share of hits here may be higher or lower than overall.

| canonical_smiles | D1 antag | D2 PAM | RXFP1 antag | D1 potentiator | Apoferritin bind | TRHR PAM | D1 ag | RXFP1 ag | TRHR agonist |
| --- | --- | --- | --- | --- | --- | --- | --- | --- | --- |
| Cc1ccc(C(=O)OCc2ccc3c(c2)OCO3)cc1S(=O)(=O)N1CCCCC1 | -9 | 4 | -2 | -6 | -8% | -9 | 18 | -1.7% | 0.7 |
| CCNC(C(=O)c1c[nH]c2c(CC)cccc12)c1ccccc1 (centres undefined) | -11 | 12 | -7 | -6 | -23% | 3 | 63* | -0.2% | -0.7 |
| Cc1cccc(OC(=O)NCCOC(=O)N(O)c2ccc(Cl)cc2)c1 | 7 | -4 | x | 0 | -15% | 2 | 0 | 1.7% | 0.6 |
| CCN1CCN(CCCNC(=O)C2c3ccccc3C(=O)N(C)C2c2ccc(OC)cc2)CC1 (centres undefined) | x | -7 | -4 | -2 | -12% | -1 | 0 | -0.1% | 0.0 |
| NC(=O)C1CCN(C(=O)C2(NC(=O)Nc3cccc(F)c3)CCCCC2)CC1 | 13 | 6 | 2 | -7 | -9% | 11 | 1 | 0.5% | -0.2 |
| CCCCn1c(N)c(NCc2ccccc2)c(=O)[nH]c1=O | -1 | 9 | 8 | 1 | 2% | -9 | 6 | -1.8% | -1.4 |
| O=C(Cc1ccc(O)cc1)N/N=C/c1cccnc1 | -4 | x | -5 | -3 | -4% | 0 | 1 | 1.9% | 0.6 |
| OC(C#CCN1CCOCC1)(c1ccccc1)C1CC1 (centres undefined) | -1 | x | 0 | 2 | -18% | 2 | 0 | 0.5% | -0.1 |
| Cc1cccc(OCCC(=O)NCC(=O)Nc2cccc(C)c2C)c1 | -24 | 3 | -16 | -6 | 0% | 1 | 1 | 0.9% | -0.9 |
| COc1cccc(/C=N/NC(=O)C(=O)N/N=C/c2cccc(OC)c2O)c1O | 19 | 4 | 6 | 0 | -6% | -2 | 4 | 0.7% | 1.0 |
| Cc1ccc(NS(=O)(=O)c2c(C)[nH]c(C)c2C(=O)N2CCCC2)cc1 | -7 | -3 | 7 | -1 | 0% | 12 | -1 | 2.1% | 0.4 |
| CCOC(=O)c1ccc(N2C(=O)CC(N3CCN(C(=O)c4ccccc4)CC3)C2=O)cc1 (centres undefined) | -14 | 4 | -5 | 5 | -5% | -16 | 1 | -2.6% | 0.0 |
| CN(C)CCC#CC(O)(c1ccccc1)c1ccccc1 | 9 | -14 | 22 | -6 | -4% | -1 | 10 | 0.3% | 1.6 |
| CC(C)CC(=O)Nc1nnc(S(=O)(=O)N2CCc3ccccc32)s1 | -46*! | 2&-3 | -14 | -3&0 | -12%&-1% | 7&12 | 0&3 | -0.5%&-1.8% | -0.1&-0.3 |
| COc1cc(OC)c(NC(=O)Nc2nnc(N(C)C3CCCCC3)s2)cc1Cl | 4 | 1 | -17 | 0 | -8% | -3 | -1 | 0.0% | 0.2 |
| COc1cc(OC)cc(C(=O)NC(=S)Nc2ccc3[nH]c(=O)[nH]c3c2)c1 | 1 | -1 | 10 | -6 | -10% | -2 | 2 | 0.1% | 1.1 |
| O=C(Cc1ccccc1[N+](=O)[O-])NCCCc1ccccc1 | 4 | 10 | -2 | -3 | u | -2 | 0 | 1.4% | -0.3 |
| Cc1nn(-c2ccccc2)c(OC(=O)c2cccc(Br)c2)c1S(=O)(=O)c1ccccc1 | 2 | -3 | x | -4 | 0% | 0 | 1 | 1.0% | 0.3 |
| CN(CC(=O)N1CCc2ccccc21)S(=O)(=O)c1ccc(Br)s1 | 8 | -15 | -6 | -3 | 6% | -6 | 3 | 0.1% | -0.4 |
| N#Cc1c(-c2ccccc2)nc(SCC(=O)Nc2nnc(C(F)(F)F)s2)[nH]c1=O | -28 | 7 | 22 | -5 | -8% | -3 | 3 | 18µM* | -0.3 |
| Cc1ccc(S(=O)(=O)N(CC(=O)Nc2ccc(C)c(Cl)c2)C(=O)N2CCN(C)CC2)cc1 | 13 | 13 | -2 | 0 | x | 5 | 6 | 1.5% | 0.7 |
| CC1CCN(C(=O)CSc2nnc(CNC(=O)c3ccc(S(=O)(=O)N(C)C)cc3)o2)CC1 | -45* | x | 5 | -6 | -21% | 2 | 0 | 0.4% | -0.2 |
| CCC(C)NC(=O)c1ccccc1NC(=O)C1COc2ccccc2O1 (centres undefined) | -20 | 13 | 2 | -7 | -5% | 28 | 3 | 0.6% | -1.5 |
| Cc1cc(N/N=C/c2ccccc2)nc(N)n1 | -30 | 2 | 3 | -5 | 3% | -4 | 0 | 0.0% | 0.3 |
| O=C(NC1CCCC1)C(c1ccc(F)cc1)N(Cc1ccccc1Cl)C(=O)CCl (centres undefined) | -10 | 2 | x | 2 | -5% | 2 | 1 | 0.3% | 0.1 |
| COc1cccc(Oc2coc3c(CN4CCOCC4)c(O)ccc3c2=O)c1 | -3 | -10 | 22 | -4 | 213%[activator] | -4 | 0 | 4.4% | 0.1 |
| CC(C)(C)OC(=O)N1CCC(c2c(C(=O)N3CCN(C(=O)c4ccco4)CC3)cnn2-c2ccccc2)CC1 | 6 | 1 | -11 | -3 | 1% | 5 | 1 | 0.0% | 0.7 |
| Cc1cc(C)n2nc(SCC(=O)N(C)c3ccccc3)nc2n1 | -8 | 10 | 5 | -1 | -10% | 5 | -2 | 3.4% | 0.9 |
| Cc1ccc(Cl)cc1N1CCN(C(=O)c2cccn2-c2nnc(N3CCCC3)s2)CC1 | 9 | 3 | -83* | 0 | -6% | -5 | 4 | -3.7% | -0.3 |
| CCn1c(=O)c2cc(C(=O)Nc3cc(C)c(Cl)cc3OC)sc2c2ccccc21 | 9 | 7 | x | 1 | -4% | -3 | 3 | 0.6% | 0.5 |

Seven compounds already listed, sorted by length of the SMILES, descending:
| canonical_smiles | D1 antag | D2 PAM | RXFP1 antag | D1 potentiator | Apoferritin bind | TRHR PAM | D1 ag | RXFP1 ag | TRHR agonist |
| --- | --- | --- | --- | --- | --- | --- | --- | --- | --- |
| CC(C)(C)OC(=O)N1CCC(c2c(C(=O)N3CCN(C(=O)c4ccco4)CC3)cnn2-c2ccccc2)CC1 | 6 | 1 | -11 | -3 | 1% | 5 | 1 | 0.0% | 0.7 |
| Cc1ccc(S(=O)(=O)N(CC(=O)Nc2ccc(C)c(Cl)c2)C(=O)N2CCN(C)CC2)cc1 | 13 | 13 | -2 | 0 | x | 5 | 6 | 1.5% | 0.7 |
| CCOC(=O)c1ccc(N2C(=O)CC(N3CCN(C(=O)c4ccccc4)CC3)C2=O)cc1 (centres undefined) | -14 | 4 | -5 | 5 | -5% | -16 | 1 | -2.6% | 0.0 |
| CCN1CCN(CCCNC(=O)C2c3ccccc3C(=O)N(C)C2c2ccc(OC)cc2)CC1 (centres undefined) | x | -7 | -4 | -2 | -12% | -1 | 0 | -0.1% | 0.0 |
| COc1cc(OC)cc(C(=O)NC(=S)Nc2ccc3[nH]c(=O)[nH]c3c2)c1 | 1 | -1 | 10 | -6 | -10% | -2 | 2 | 0.1% | 1.1 |
| Cc1cc(C)n2nc(SCC(=O)N(C)c3ccccc3)nc2n1 | -8 | 10 | 5 | -1 | -10% | 5 | -2 | 3.4% | 0.9 |
| OC(C#CCN1CCOCC1)(c1ccccc1)C1CC1 (centres undefined) | -1 | x | 0 | 2 | -18% | 2 | 0 | 0.5% | -0.1 |

(further entries)
| canonical_smiles | D1 antag | D2 PAM | RXFP1 antag | D1 potentiator | Apoferritin bind | TRHR PAM | D1 ag | RXFP1 ag | TRHR agonist |
| --- | --- | --- | --- | --- | --- | --- | --- | --- | --- |
| CCCS(=O)(=O)c1nc(S(=O)(=O)c2ccc(C)cc2)c(N2CCCC(C)C2)s1 (centres undefined) | -12 | -11 | -6 | -7 | -21% | -8 | 9 | 1.5% | 0.3 |
| COc1ccc(OCc2nnc(SCc3ccc(C(=O)O)cc3)o2)cc1 | -1 | -8 | -7 | -2 | -7% | -6 | 3 | -0.7% | -0.4 |
| CN(C(=O)c1cc2c(Cl)nc3ccccc3c2s1)c1cccc(C(F)(F)F)c1 | 2 | -1 | x | 1 | -10% | -5 | 2 | 5.8% | 0.0 |
| CCCCOC(=O)Nc1nnc(CC(=O)NCc2ccccc2)s1 | 6 | -4 | 10 | 2 | -5% | 0 | 2 | 2.1% | 0.7 |
| COc1cc(/C=C/C(=O)OCC(=O)NCc2cccs2)ccc1OC(F)F | 1 | -2 | 0 | -1 | -20% | 17 | 0 | 0.9% | -0.5 |
| CCOC(=O)c1ccc2nc(NC(C)=O)sc2c1 | -29 | 2 | 12 | -2 | -7% | 1 | 3 | 1.3% | 0.7 |
| CCOc1ccc(S(=O)(=O)NNC(=O)c2cc3ccccc3o2)cc1 | -2 | 12 | x | -1 | -18% | 0 | 3 | -0.7% | 0.5 |
| Cc1ccc(NC(=O)c2cc(C)n(-c3ccccc3)c2C)cc1 | 1 | -14 | -39 | -5 | -3% | 5 | 2 | 2.6% | -1.2 |
| CC(C)c1nnc(NC(=O)CC(=O)Nc2ccccc2C(=O)O)s1 | 4 | -1 | -2 | 4 | -3% | -1 | 3 | -1.9% | -0.5 |
| CC(=O)N(CN1C(=O)CCC1=O)c1ccc(Cl)c(Cl)c1 | -6 | 0 | 4 | -6 | -3% | -4 | 4 | 0.1% | 0.7 |
| COc1cc2c(cc1OC)C(C(=O)NCc1ccco1)C(c1cccs1)N(C)C2=O (centres undefined) | -5 | 1 | 3 | 2 | -7% | -4 | 1 | -1.8% | -0.1 |
| COc1ccccc1C(=O)Nc1ccc2c(c1)CCCN2C(=O)c1ccccc1 | -18 | 2 | 23 | -2 | 0% | 2 | 0 | -0.9% | -0.2 |
| CC(=O)COc1c(-c2ccco2)oc2ccccc2c1=O | -8 | 2 | 7 | 2 | -2% | 0 | 15 | 4.6% | 0.5 |
| Cc1ccn2cc(C(=O)N3CCCC(Nc4ccc(F)cc4)C3)nc2c1 (centres undefined) | 7 | 13 | -5 | 2 | -9% | 0 | 0 | -0.5% | 0.4 |
| C=C(C)C(=O)Nc1nnc(-c2ccccc2C)s1 | 12 | 10 | -13 | 7 | -13% | 2 | 9 | 0.6% | 1.4 |
